Source: PubChem (National Center for Advancing Translational Sciences (NCATS))
Pol eta inh: inhibitors of human DNA polymerase eta. 1.2% of 390,000 active. recombinant Pol eta, fluorescent DNA replication assay. Q9Y253. Potency, µM (titrated, usually from 114 µM), for inactives: top-dose activity change, negative = inhibition, usual class: inhibitors. AID 588591; further: on the % scale 0 is the no-effect control and ±100 the full control effect
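Fluorescent replication assay: 50 nM final substrate added after a 15 min room-temperature compound preincubation with 10 nM enzyme. Signal taken at 0 min and again at 10 min.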
POLB inh: inhibitors of human DNA polymerase beta. 1.3% of 340,000 active. Pol beta primer extension/strand displacement, fluorescence kinetic. Potency, µM (doses to about 114 µM), for the others: at the top dose activity change, negative = inhibition, actives largely listed as inhibitors. P06746; further: on the % scale 0 is the no-effect control and ±100 the full control effect
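Pol beta (10 nM) and compounds were preincubated 15 min at room temperature, then 50 nM substrate (final) started primer extension/strand displacement. Reads were taken at 0 and 10 min; concentration-response data were fitted to a four-parameter Hill equation.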
BAZ2B block: inhibitors of human BAZ2B bromodomain. Q9UIF8. AlphaScreen BAZ2B-H3K14Ac peptide displacement. Potency, µM (highest dose often 114 µM), for inactives: at the top dose activity change, negative = inhibition, actives largely listed as inhibitors. 4.4% of 360,000 active. AID 504333; further: on the % scale 0 is the no-effect control and ±100 the full control effect; nearly all actives have a fitted effect of over 60% in size
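Inhibition is scored as reduced AlphaScreen emission. The BAZ2B/b-H3(5-23)K14Ac complex (50 nM each) in PBS pH 7.4, 0.01% Tween-20 meets compound (up to 110 uM) for 30 min at RT before bead addition.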
BLM inh: Bloom syndrome helicase (human) inhibition | P54132 | Potency, µM (highest dose often 56.1 µM), without a hit: at the highest dose activity change, negative = inhibition, most hits filed as inhibitors | 0.2% of 350,000 active | AID 2528 | recombinant BLM DNA unwinding, fluorescence dequenching;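 further: plate controls were vehicle for no effect and no enzyme for full effect; nearly all actives have a fitted effect of over 35% in size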
APEX1 inh: blocks human APE1 abasic DNA cleavage; P27695; recombinant APE1, TAMRA/BHQ-2 abasic DNA cleavage fluorescence; Potency, µM (doses to about 65.8 µM), inactives show at the top dose activity change, negative = inhibition, actives largely listed as inhibitors; 0.35% of 350,000 active;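 further: plate controls were vehicle for no effect and reference inhibitor for full effect; nearly all actives have a fitted effect of over 55% in size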
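Endonuclease cleavage of a quenched abasic-site DNA duplex (50 nM) by APE1 (0.75 nM) was tracked by TAMRA dequenching. Compounds were preincubated with enzyme 15 min at room temperature; data normalized to buffer-only and DMSO wells plus NSC13755 control.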
Pol iota inh: blocks human DNA polymerase iota activity. AID 588590. Potency, µM (doses to about 115 µM), inactives show top-dose activity, negative = inhibition, most hits filed as inhibitors. 1% of 390,000 active. Q9UNA4. Pol iota fluorescent replication assay, 10 min
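Fluorescent replication assay read twice, at 0 min and 10 min after adding 50 nM (final) substrate. Enzyme (10 nM) and compounds were first incubated 15 min at room temperature; enzyme-free buffer wells were negative controls.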
POLK inh: inhibitors of human DNA polymerase kappa. purified Pol kappa, fluorescent DNA synthesis assay, 10 min. Q9UBT6. AID 588579. 0.53% of 400,000 active. Potency, µM (highest dose often 107 µM), for the others: at the highest dose activity, negative = inhibition, hits mostly inhibitors; further: on the % scale 0 is the no-effect control and ±100 the full control effect
Target sequence (Q9UBT6 whole entry, looked up): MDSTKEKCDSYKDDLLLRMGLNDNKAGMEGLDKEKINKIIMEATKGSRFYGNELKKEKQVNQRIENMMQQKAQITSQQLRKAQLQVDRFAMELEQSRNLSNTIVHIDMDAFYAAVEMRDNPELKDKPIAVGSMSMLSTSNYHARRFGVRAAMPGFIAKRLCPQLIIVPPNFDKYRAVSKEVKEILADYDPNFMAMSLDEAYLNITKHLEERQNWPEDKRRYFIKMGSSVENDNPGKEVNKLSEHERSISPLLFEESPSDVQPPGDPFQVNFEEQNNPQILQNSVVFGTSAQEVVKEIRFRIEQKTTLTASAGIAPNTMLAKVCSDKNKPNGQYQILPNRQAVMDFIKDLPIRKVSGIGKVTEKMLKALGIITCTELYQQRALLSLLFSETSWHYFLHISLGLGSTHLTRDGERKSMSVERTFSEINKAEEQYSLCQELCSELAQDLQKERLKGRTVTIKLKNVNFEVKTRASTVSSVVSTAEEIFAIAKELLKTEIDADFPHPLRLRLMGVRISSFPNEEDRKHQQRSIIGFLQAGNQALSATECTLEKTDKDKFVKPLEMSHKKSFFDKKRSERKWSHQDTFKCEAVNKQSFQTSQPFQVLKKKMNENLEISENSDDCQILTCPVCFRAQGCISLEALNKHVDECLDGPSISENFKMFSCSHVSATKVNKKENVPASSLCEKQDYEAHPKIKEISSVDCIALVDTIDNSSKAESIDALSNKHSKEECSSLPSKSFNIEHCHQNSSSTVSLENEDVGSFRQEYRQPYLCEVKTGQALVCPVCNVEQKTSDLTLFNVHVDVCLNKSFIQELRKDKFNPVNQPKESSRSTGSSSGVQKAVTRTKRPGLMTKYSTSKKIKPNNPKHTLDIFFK
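10 nM Pol kappa was preincubated with compounds for 15 min at room temperature. Reaction started with 50 nM (final) substrate. Fluorescence read kinetically at 0 and 10 min.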
G9a inh: G9a (human) methyltransferase inhibition; G9a H3K9 monomethylation, AlphaScreen, 2 h; Potency, µM (titrated, usually from 102 µM), without a hit: at the top dose activity, negative = inhibition, hits mostly inhibitors; 8.8% of 350,000 active; Q96KQ7; further: on the % scale 0 is the no-effect control and ±100 the full control effect; nearly all actives have a fitted effect of over 75% in size
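Methyltransferase reactions run at room temperature for 2 h (20 nM enzyme, 500 nM biotin-H3K9 peptide, 20 uM SAM) after a 15 min compound preincubation; product detected by AlphaScreen beads and anti-H3K9me1 antibody.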
JMJD2A Tudor: inhibitors of human JMJD2A Tudor domain. O75164. AlphaScreen JMJD2A-Tudor / H3K4me3 peptide binding. Potency, µM (highest dose often 114 µM), for inactives: at the top dose activity change, negative = inhibition, actives largely listed as inhibitors. 4.4% of 390,000 active; further: on the % scale 0 is the no-effect control and ±100 the full control effect; nearly all actives have a fitted effect of over 50% in size
* hit, by the source's call; & = joins results of further samples; ! = repeats disagree; [ ] = remark or other dose. The call rests on the fitted dose curve; in most records, active means well fitted curve in the direction sought with a large enough effect; inconclusive means small, poorly fitted or top-dose-only effect, or another doubt; inactive means no such curve, though single readings can be large; an effect the other way counts as inactive or inconclusive. Potency means the concentration at half of the fitted maximal effect. An excerpt (hit frequency here may not be typical).

`c1ccc2[nH]c(-c3ccnc4ccccc34)nc2c1` gave Pol eta inh -13%&-11%, POLB inh 25%&-1%, BAZ2B block inconclusive, BLM inh -8%&0%, APEX1 inh 10%&2%, Pol iota inh 6%&-1%, POLK inh 3%&-4%, G9a inh 8.9µM*! and JMJD2A Tudor -13%&13%.
Screening Cc1ccc(C(=O)/C=C\NCc2ccccc2)cc1 returned Pol eta inh -17%, POLB inh 2%, BAZ2B block -6%, BLM inh 0%, APEX1 inh -9%, Pol iota inh -3%, POLK inh -10%, G9a inh -2% and JMJD2A Tudor -19%.
For CCOc1ccc(NC(=O)c2cccs2)c([N+](=O)[O-])c1 the results were Pol eta inh -8%, POLB inh -1%, BAZ2B block -31%[57.1 µM], BLM inh 7%, APEX1 inh 4%, Pol iota inh 46%[activator], POLK inh -16%, G9a inh 32%[0.501 µM] and JMJD2A Tudor -14%.
`CN(C)c1nc(-c2cccnc2)nc(-c2ccccc2)c1C#N` gave Pol eta inh -5%, POLB inh 2%, BAZ2B block 1%, BLM inh -3%, APEX1 inh 26%, Pol iota inh -16%, POLK inh -5%, G9a inh 0% and JMJD2A Tudor -1%.
`COc1ccc(-c2nc(N)nc(C(F)(F)F)c2-c2csc(C)n2)c(O)c1` gave Pol eta inh -19%, POLB inh 0%, BAZ2B block -7%, BLM inh -3%, APEX1 inh -3%, Pol iota inh 16%, POLK inh 4% and JMJD2A Tudor -16%.
Screening CCOC(=O)N1CCC(NC(=O)C(NS(=O)(=O)c2ccc3c(c2)CCN3C(C)=O)C(C)C)CC1 (stereo not given) returned Pol eta inh -3%, POLB inh 31%, BAZ2B block 4%, BLM inh -1%, APEX1 inh -10%, Pol iota inh 33%[activator], POLK inh 0%, G9a inh 6%[12.7 µM] and JMJD2A Tudor -3%.
For CCOC(=O)c1c(C)[nH]c(C(=O)COC(=O)/C=C/c2ccc3c(c2)OCO3)c1C the results were Pol eta inh -1%, POLB inh 2%[57.1 µM], BAZ2B block -3%, BLM inh 1%, APEX1 inh 0%, Pol iota inh 64%[activator], POLK inh -14%, G9a inh 17% and JMJD2A Tudor -5%.
For Cn1c(SCC(=O)NNC(=O)c2ccccc2)nnc1C1CC1 the results were Pol eta inh -23%, POLB inh 12%, BAZ2B block 3%, BLM inh -1%, APEX1 inh 27%, Pol iota inh -7%, POLK inh 2%, G9a inh inconclusive and JMJD2A Tudor 4%.
For CCC(CO)NCc1ccc(-c2ccccc2)cc1 (stereo not given) the results were Pol eta inh -8%, POLB inh 2%, BAZ2B block -2%, BLM inh -8%, APEX1 inh 5%, Pol iota inh 10%, POLK inh -6%, G9a inh -3%[59 µM] and JMJD2A Tudor 0%.
CCCSc1nsc(SCCC)c1C#N was read as Pol eta inh -5%, POLB inh 12%, BAZ2B block 96%[activator], BLM inh -6%, APEX1 inh 0%, Pol iota inh 1%, POLK inh -19%, G9a inh 316%[activator] and JMJD2A Tudor 188%[activator].
For CCOC(=O)c1sc(=NC(=O)COc2ccc(Cl)cc2)n(C)c1C the results were Pol eta inh -23%, POLB inh 2%, BAZ2B block 0%, BLM inh -4%, APEX1 inh 2%, Pol iota inh 52%[activator], POLK inh 3%, G9a inh 13% and JMJD2A Tudor -27%.
COc1ccccc1-c1cc(C(=O)N/N=C/c2ccc(C)o2)c2ccccc2n1 was read as Pol eta inh -10%, POLB inh inconclusive, BAZ2B block inconclusive, BLM inh -5%, APEX1 inh -6%, Pol iota inh -3%, POLK inh -4% and JMJD2A Tudor -9%.
`O=C(NCc1ccccc1)c1ccc2oc(=O)n(Cc3ccccc3)c2c1` gave Pol eta inh -18%, POLB inh 2%, BAZ2B block 2%, BLM inh -4%, Pol iota inh 30%, POLK inh -5%[60.1 µM], G9a inh 14%[59 µM] and JMJD2A Tudor -3%.
For CCc1ccc(-c2csc3ncn(CC)c(=O)c23)cc1 the results were Pol eta inh -14%, POLB inh -26%, BAZ2B block -17%, BLM inh -3%, APEX1 inh 0%, Pol iota inh 9%, POLK inh -1%, G9a inh 3% and JMJD2A Tudor -2%.
Screening CCCCNC(=O)c1cc(-c2ccc3c(c2)OCO3)on1 returned Pol eta inh -23%, POLB inh 1%, BAZ2B block 6%, BLM inh -5%, APEX1 inh 31%, Pol iota inh 54%[activator], POLK inh 7%, G9a inh 0% and JMJD2A Tudor -6%.

Brought forward from above: 5 compounds; new compounds follow.
For CCOC(=O)c1sc(=NC(=O)COc2ccc(Cl)cc2)n(C)c1C the results were Pol eta inh -23%, POLB inh 2%, BAZ2B block 0%, BLM inh -4%, APEX1 inh 2%, Pol iota inh 52%[activator], POLK inh 3%, G9a inh 13% and JMJD2A Tudor -27%.
COc1ccccc1-c1cc(C(=O)N/N=C/c2ccc(C)o2)c2ccccc2n1 was read as Pol eta inh -10%, POLB inh inconclusive, BAZ2B block inconclusive, BLM inh -5%, APEX1 inh -6%, Pol iota inh -3%, POLK inh -4% and JMJD2A Tudor -9%.
`O=C(NCc1ccccc1)c1ccc2oc(=O)n(Cc3ccccc3)c2c1` gave Pol eta inh -18%, POLB inh 2%, BAZ2B block 2%, BLM inh -4%, Pol iota inh 30%, POLK inh -5%[60.1 µM], G9a inh 14%[59 µM] and JMJD2A Tudor -3%.
For CCc1ccc(-c2csc3ncn(CC)c(=O)c23)cc1 the results were Pol eta inh -14%, POLB inh -26%, BAZ2B block -17%, BLM inh -3%, APEX1 inh 0%, Pol iota inh 9%, POLK inh -1%, G9a inh 3% and JMJD2A Tudor -2%.
Screening CCCCNC(=O)c1cc(-c2ccc3c(c2)OCO3)on1 returned Pol eta inh -23%, POLB inh 1%, BAZ2B block 6%, BLM inh -5%, APEX1 inh 31%, Pol iota inh 54%[activator], POLK inh 7%, G9a inh 0% and JMJD2A Tudor -6%.
`CC1CCc2nc(NC(=O)Cc3cccs3)sc2C1` (stereo not given) gave Pol eta inh -5%, POLB inh 5%, BAZ2B block inconclusive, BLM inh -3%, APEX1 inh -9%, Pol iota inh 8%, POLK inh 3%, G9a inh -20%[59 µM] and JMJD2A Tudor -28%.
COC(=O)C(Cc1cncn1COCc1ccccc1)NC(=O)OC(C)(C)C (stereo not given) was read as Pol eta inh 0%, POLB inh 2%, BAZ2B block 79µM*, BLM inh 2%, APEX1 inh 0%, Pol iota inh 21%, POLK inh -17%, G9a inh 28µM* and JMJD2A Tudor inconclusive.
For COCc1cc(C)[nH]c(=O)c1C#N the results were Pol eta inh -12%, POLB inh 2%, BAZ2B block 9%, BLM inh -1%, APEX1 inh -1%, Pol iota inh -8%, POLK inh -5%, G9a inh 23%[59 µM] and JMJD2A Tudor -25%.
`O=C(CSc1nnc2ccc(-c3ccccn3)nn12)NCCc1ccccc1` gave Pol eta inh -18%, BAZ2B block -25%, APEX1 inh 51%, Pol iota inh 89%[activator], POLK inh -6%, G9a inh -20% and JMJD2A Tudor -7%.
For Cc1ccc(CSCC(=O)N2CCCC2)cc1 the results were Pol eta inh -22%, POLB inh -19%, BAZ2B block 2%, BLM inh -8%, APEX1 inh 16%, Pol iota inh 49%[activator], POLK inh 0%, G9a inh 40%[59 µM] and JMJD2A Tudor 0%.
Screening CCOc1ccc(NC(=O)CCNC(=O)c2ccco2)cc1 returned Pol eta inh -1%, POLB inh 14%, BAZ2B block -1%, BLM inh 0%, APEX1 inh -5%[12.4 µM], Pol iota inh 35%[activator], POLK inh -13%, G9a inh 15%[59 µM] and JMJD2A Tudor -20%.
For OC1C[N+]2(CCCCC2)C1 the results were Pol eta inh 7%, POLB inh 0%, BAZ2B block 1%, BLM inh 0%, APEX1 inh 7%, Pol iota inh -14%, POLK inh -3%, G9a inh -11%[59 µM] and JMJD2A Tudor -24%.
For Cc1cccc(S(=O)(=O)c2cn(Cc3ccccc3)c3cc(N4CCC(C)CC4)c(F)cc3c2=O)c1 the results were Pol eta inh 15%, POLB inh 6%, BAZ2B block 10%, BLM inh -7%, Pol iota inh 14%, POLK inh -14%, G9a inh -1%[59 µM] and JMJD2A Tudor -5%.
`Cn1nc(-c2ccccc2)c(CO)c1Oc1cccc(C(F)(F)F)c1` gave Pol eta inh -24%, POLB inh -16%, BAZ2B block 8%, BLM inh -10%, APEX1 inh -3%, Pol iota inh 54%[activator], POLK inh -7%, G9a inh 11% and JMJD2A Tudor 12%.
Screening CC(OC(=O)CCc1nc2ccccc2c(=O)[nH]1)C(=O)Nc1cccc(C(F)(F)F)c1 (stereo not given) returned Pol eta inh -19%, APEX1 inh 2%, Pol iota inh 45%[activator], POLK inh -9% and JMJD2A Tudor -17%.
Screening COc1cccc(CN2CCN(Cc3ccc(C)o3)CC2CCO)c1 (stereo not given) returned Pol eta inh -17%, POLB inh 48%, BAZ2B block -6%, BLM inh -1%, APEX1 inh 17%, Pol iota inh -4%, POLK inh 18% and JMJD2A Tudor -8%.
Screening COC(=O)c1cc(=O)c2c(C)nc(C(Cl)(Cl)Cl)nc2[nH]1 returned Pol eta inh -7%, POLB inh 2%, BAZ2B block inconclusive, BLM inh -6%, APEX1 inh -5%, Pol iota inh 21%, POLK inh -15%, G9a inh 5% and JMJD2A Tudor -17%.
`CC1(C)CC(=O)C=C(NCCCN2CCCC2=O)C1` gave Pol eta inh 0%, Pol iota inh 7%, POLK inh -7% and JMJD2A Tudor -11%.
Screening COc1ccc(N(C(=O)Cc2cccs2)C(C(=O)NC2CCCCC2)c2cccn2C)cc1OC (stereo not given) returned Pol eta inh 5%, POLB inh -18%, BAZ2B block -20%, BLM inh -2%, APEX1 inh 3%, Pol iota inh -4%, POLK inh -1%, G9a inh 15%[59 µM] and JMJD2A Tudor -26%.
